TrxR1 substrate – qHTS Assay for Substrates of Mammalian Selenoprotein Thioredoxin Reductase 1 (TrxR1): qHTS. 390,000 compounds, 0.01% hits. AID 588456, 2011. purified TrxR1 substrate turnover, NADPH consumption readout. Potency, µM (titrated, usually from 114 µM), without a hit: at the top dose activity change, negative = substrate turnover; further: potency means the concentration at half of the fitted maximal effect; on the % scale 0 is the no-effect control and ±100 the full control effect; nearly all actives have a fitted effect of over 50% in size
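Rat TrxR1, dispensed at 90 nM, was prereduced with 400 uM NADPH (final) for 5 min at ~22 deg C, then incubated with compound 15 min before 400 uM selenite. A first-read NADPH fluorescence drop versus no-compound background flagged substrates.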
Vif-A3F inh – qHTS for Inhibitors of Vif-A3F Interactions: qHTS. HeLa A3F-eYFP + Vif (tagged APOBEC3F with the HIV-1 protein that degrades it), YFP fluorescence increase. Potency, µM (highest dose often 46.1 µM), inactives show at the top dose activity, negative = active. AID 602313, 2012. 390,000 compounds, 0.2% hits; further: potency means the concentration at half of the fitted maximal effect; % of control where 0% means no effect; nearly all actives have a fitted effect of over 65% in size
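HeLa cells stably expressing Vif plus C-terminally eYFP-tagged A3F were seeded, incubated overnight at 37 deg C, dosed with compound, incubated overnight again at 37 deg C. Yellow fluorescence (Ex 488/Em 500-530) reported blocked Vif-mediated A3F-eYFP degradation.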
USP1-UAF1 inh – Inhibitors of USP1/UAF1: Primary Screen | recombinant USP1/UAF1, Ub-Rhodamine cleavage fluorescence | Ubiquitin carboxyl-terminal hydrolase 1 (Homo sapiens), O94782 | 390,000 compounds, 0.23% hits | Potency, µM (doses to about 57.1 µM), inactives show at the highest dose activity change, negative = inhibition, actives largely listed as inhibitors; further: potency means the concentration at half of the fitted maximal effect; on the % scale 0 is the no-effect control and ±100 the full control effect; nearly all actives have a fitted effect of over 60% in size; inactives centre near -12
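1 nM enzyme complex + cpd, 15 min RT; start with Ub-Rho 150nM final; kinetic fluorescence ex 480/em 540, 6 reads q60 s. Buffer 50mM HEPES pH 7.8, 0.5mM EDTA, 0.1 mg/ml BSA, 1mM TCEP, 0.01% Tween-20.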
LDHA block – qHTS assay for inhibitors of human lactate dehydrogenase; L-lactate dehydrogenase A chain (Homo sapiens), P00338; purified LDHA, NADH/diaphorase-resazurin fluorescence; stronger effect = lower value; activity change, % (values are at about 110 or 230 µM); 480,000 compounds, 0.15% hits; in the data active means activity change below about -30%; inconclusive means mostly about -25% to -30%;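 further: plate controls were DMSO wells for no effect and wells without enzyme for full effect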
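Human LDH5 at 2 nM final in Tris HCl pH 7.4 with 0.06 mM NADH and 0.2 mM pyruvate, reacted 5 minutes at room temperature. Remaining NADH coupled via diaphorase/resazurin; resorufin fluorescence read at 0 and 20 minutes, normalized to enzyme-free and DMSO wells.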
Glioma ERSR ind – qHTS for Inducers of the Endoplasmic Reticulum Stress Response (ERSR) in Human Glioma: qHTS; 420,000 compounds, 0.02% hits; Potency, µM, without a hit: at the top dose activation, most hits filed as activators; U87-MG GRP78 promoter luciferase reporter, 16 h; further: potency means the concentration at half of the fitted maximal effect; series mostly up to about 76 µM; % of control where 0% means no effect; nearly all actives have a fitted effect of over 35% in size
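Stably transfected U87-MG glioma cells carrying a GRP78-based luciferase sensor; 16 h compound incubation. Luminescence end-point read 10 min after Bright-Glo addition at room temperature.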
rTrxR1 inhibitor – qHTS Assay for Inhibitors of Mammalian Selenoprotein Thioredoxin Reductase 1 (TrxR1): qHTS. recombinant rTrxR1, NADPH fluorescence consumption, selenite substrate. Potency, µM (series often up to 114 µM), without a hit: at the top dose activity change, negative = inhibition, hits mostly inhibitors. 390,000 compounds, 1% hits. AID 588453, 2011; further: potency means the concentration at half of the fitted maximal effect; on the % scale 0 is the no-effect control and ±100 the full control effect; nearly all actives have a fitted effect of over 65% in size
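Rat TrxR1 (90 nM in the dispensed reagent) was pre-reduced with 400 uM NADPH for 5 min at room temperature, then incubated with compound for 15 min. After 400 uM selenite was added, NADPH fluorescence (Ex 340/Em 450 nm) was followed for 8 min.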
mIDH1 inhibitor – qHTS for Inhibitors of mutant isocitrate dehydrogenase 1 (IDH1): qHTS | 390,000 compounds, 0.093% hits | Potency, µM (series often up to 76.6 µM), for inactives: top-dose activity change, negative = inhibition, most hits filed as inhibitors | IDH1-R132H enzyme, NADPH consumption, diaphorase/resazurin fluorescence | Isocitrate dehydrogenase [NADP] cytoplasmic (Homo sapiens), O75874; further: potency means the concentration at half of the fitted maximal effect; on the % scale 0 is the no-effect control and ±100 the full control effect; nearly all actives have a fitted effect of over 65% in size
Target sequence (O75874 whole entry R132H, stated change not applied): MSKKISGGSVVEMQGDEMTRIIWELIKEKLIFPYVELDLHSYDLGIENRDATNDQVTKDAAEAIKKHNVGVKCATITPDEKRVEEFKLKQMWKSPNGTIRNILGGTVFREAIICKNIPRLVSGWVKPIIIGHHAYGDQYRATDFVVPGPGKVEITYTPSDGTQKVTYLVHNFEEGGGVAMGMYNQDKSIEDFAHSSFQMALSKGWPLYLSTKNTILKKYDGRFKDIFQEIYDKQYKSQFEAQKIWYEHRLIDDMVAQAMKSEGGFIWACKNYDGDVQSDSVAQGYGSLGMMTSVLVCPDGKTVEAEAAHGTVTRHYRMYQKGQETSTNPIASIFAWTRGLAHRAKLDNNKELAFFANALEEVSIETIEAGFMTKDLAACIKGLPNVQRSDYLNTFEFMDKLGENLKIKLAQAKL
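IDH1-R132H (0.5 ug/mL dispensed) in pH 7.5 Tris buffer was preincubated 30 min with compound, then given a substrate mix of 0.016 mM NADPH and 2 mM alpha-KG for 80 min at room temperature; remaining NADPH was read by diaphorase/resazurin fluorescence.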
RGS4 inhibitor – Inhibitors of Regulator of G Protein Signaling (RGS) 4: qHTS; Regulator of G-protein signaling 4 (Homo sapiens), P49798; Transcreener GDP fluorescence polarization, RGS4-accelerated GTP hydrolysis; Potency, µM (top dose mostly 114 µM), for inactives: at the top dose activity change, negative = inhibition, actives largely listed as inhibitors; 390,000 compounds, 0.039% hits; AID 504845, 2011; further: potency means the concentration at half of the fitted maximal effect; on the % scale 0 is the no-effect control and ±100 the full control effect; nearly all actives have a fitted effect of over 75% in size; some results filed as inactive show a strong effect at the top dose
Target sequence (P49798 whole entry, looked up): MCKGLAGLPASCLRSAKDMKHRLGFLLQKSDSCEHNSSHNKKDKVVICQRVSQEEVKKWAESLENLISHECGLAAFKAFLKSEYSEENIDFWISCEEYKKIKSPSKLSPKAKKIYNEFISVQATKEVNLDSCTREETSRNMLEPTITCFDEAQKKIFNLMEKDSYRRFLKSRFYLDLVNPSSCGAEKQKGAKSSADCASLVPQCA
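MLSMR compounds (23 nl, pin-transferred) preincubated 10 min at room temperature with a 500nM (2x) first reagent, then RGS4 at 900nM (2x) plus Transcreener GDP mix added; fluorescence polarization (620/688 nm) read before and after 90 min at 30 °C.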
Vif-APOBEC3G blk – qHTS for Inhibitors of Vif-A3G Interactions: qHTS | DNA dC->dU-editing enzyme APOBEC-3G (Homo sapiens), Q9HC16 | HeLa A3G-eYFP + Vif (tagged APOBEC3G with the HIV-1 protein that degrades it), YFP fluorescence, overnight | Potency, µM (doses to about 46.1 µM), without a hit: top-dose activity, negative = active, most hits filed as inhibitors | 410,000 compounds, 0.076% hits | AID 602310, 2012;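 further: potency means the concentration at half of the fitted maximal effect; on the % scale 0 is the no-effect control and ±100 the full control effect; nearly all actives have a fitted effect of over 60% in size; hits raise eYFP signal because A3G escapes Vif-driven loss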
Target sequence (Q9HC16 whole entry, looked up): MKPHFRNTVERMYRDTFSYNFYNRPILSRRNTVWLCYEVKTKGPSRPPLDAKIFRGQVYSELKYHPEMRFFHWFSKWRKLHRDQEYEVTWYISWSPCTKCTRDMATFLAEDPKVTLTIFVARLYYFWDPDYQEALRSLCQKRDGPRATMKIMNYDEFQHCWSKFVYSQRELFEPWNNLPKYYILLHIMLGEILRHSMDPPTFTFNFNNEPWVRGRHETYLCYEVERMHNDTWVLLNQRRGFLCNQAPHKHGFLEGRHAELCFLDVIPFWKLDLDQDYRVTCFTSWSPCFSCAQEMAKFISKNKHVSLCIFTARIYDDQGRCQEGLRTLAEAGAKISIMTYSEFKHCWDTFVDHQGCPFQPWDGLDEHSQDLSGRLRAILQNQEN
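HeLa cells stably expressing Vif and C-terminally eYFP-tagged A3G, seeded overnight at 37 deg C, then exposed to compound by pintool overnight at 37 deg C. Rise in yellow fluorescence (Ex 488/Em 500-530, Acumen) marks blocked Vif-driven A3G degradation.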
* = called active by the depositor; ? = inconclusive; [ ] = dose if it differs, or a comment. Unless noted, the call rests on the fitted dose curve; in most records, active means well fitted curve in the direction sought with a large enough effect; inconclusive means small, poorly fitted or top-dose-only effect, or another doubt; inactive means no such curve, though single readings can be large; an effect the other way counts as inactive or inconclusive. This is a subset; rates above refer to the full screens.

Start of the data: the first 2 records, ahead of the listing:
SMILES | TrxR1 substrate | Vif-A3F inh | USP1-UAF1 inh | LDHA block | Glioma ERSR ind | rTrxR1 inhibitor | mIDH1 inhibitor | RGS4 inhibitor | Vif-APOBEC3G blk
COc1ccc(CCNC(=O)C2CCN(C(=O)c3ccc(C(C)(C)C)cc3)CC2)cc1OC | -13% | 1% | 1% | -3 | 7% | -15% | 2% | 20% | 4%
CN(C)Cc1c(C(=O)N/N=C/c2ccccc2OCc2c(F)cccc2Cl)nnn1-c1nonc1N | -6% | ? | -4% | -3 | -2% | 5% | 37µM* | -3% | ?

This part in full, repeating the preview:
SMILES | TrxR1 substrate | Vif-A3F inh | USP1-UAF1 inh | LDHA block | Glioma ERSR ind | rTrxR1 inhibitor | mIDH1 inhibitor | RGS4 inhibitor | Vif-APOBEC3G blk
COc1ccc(CCNC(=O)C2CCN(C(=O)c3ccc(C(C)(C)C)cc3)CC2)cc1OC | -13% | 1% | 1% | -3 | 7% | -15% | 2% | 20% | 4%
CN(C)Cc1c(C(=O)N/N=C/c2ccccc2OCc2c(F)cccc2Cl)nnn1-c1nonc1N | -6% | ? | -4% | -3 | -2% | 5% | 37µM* | -3% | ?
CCCCn1c(N)c(N(CCC(C)C)C(=O)CCCc2nc3ccccc3s2)c(=O)[nH]c1=O | 7% | 5% | -19% | -1 | -3% | 22% | 12% | -18% | -3%
Nc1nc2sc3c(c2cc1C(=O)NCC(=O)O)CCCC3 | -3% | 9% | -17% | -5 | -7% | 3% | 23% | -9% | -1%
CC(NC(=O)C1CCC1)c1ccc(Br)cc1 (stereo unspecified) | -7% | 1% | -11% | -2 | -2% | -8% | 2% | 1% | -5%
CC1CCCCC12NC(=O)N(CC(=O)N1CCN(C(=O)c3cccs3)CC1)C2=O (stereo unspecified) | -3% | -6% | -13% | -2 | -3% | 17% | 19% | 14% | 0%
COc1ccccc1NC(=O)c1ccc(S(=O)(=O)N2CCC(C)CC2)cc1 | -5%[57.1 µM] | 8% | -12% | 0 | -5% | 11% | -3% | 14% | -1%
CCc1ccc2[nH]c(=O)c(CN(Cc3ccccc3)C(=O)Nc3ccccc3OC)cc2c1 | 10%[57.1 µM] | 0% | -19% | -4 | 0% | 27% | -1% | 14% | 4%
COC(=O)N/N=C\c1c(C)nn(-c2ccccc2)c1Cl | 5%[57.1 µM] | 3% | -14% | -7 | 0% | 0%[57.1 µM] | -3% | -6% | -6%
O=C(c1ccc([N+](=O)[O-])cc1)N1CCN(c2ncc(Br)cn2)CC1 | 4% | 7% | -11% | 0 | -4% | 13% | 4% | ? | 2%
COc1ccc(NC(=O)CSc2cn[nH]n2)cc1OC | 6% | -16% | -13% | -6 | -4% | 31% | 0% | 4% | -3%
COc1cccc(C(=O)Oc2cc(C)[nH]c(=O)c2[N+](=O)[O-])c1OC | -5% | 1% | -25% | -2 | -3% | 2% | 4% | -1% | -1%
Cc1nc2ccc(NS(=O)(=O)c3ccccc3F)cc2s1 | 1% | -4% | -9% | -1 | 3% | 24% | -5% | 2% | -3%
CCC(=O)Nc1cc(-c2nn(C)c(=O)c3ccccc23)ccc1OC | -7% | -9% | -8% | -7 | -7% | 3% | 13% | -11% | 2%
Cc1cccc(-n2c(SCCC(=O)O)nnc2-c2cccs2)c1C | 21%[57.1 µM] | -6% | -13% | -10 | -8% | 10% | -3% | -7% | 1%
CN(Cc1ccccc1N1CCCC1)C(=O)c1cc2ccccc2o1 | 1% | 1% | -13% | -4 | -2% | 9% | 1% | -15% | 2%
CS(=O)(=O)c1ccc(C(=O)OCC(=O)N2CCCc3ccccc32)cc1 | 11%[57.1 µM] | 3% | -22% | -7 | -1% | 23%[57.1 µM] | 2% | -31% | 0%
O=C(O)Cn1cc(C(=O)c2ccco2)c2ccccc21 | -18% | 4% | -23% | -5 | -4% | ? | 8% | 7% | 0%
CC(=O)Nc1ccc(/C=C2/Sc3ccccc3C2=O)cc1 | 0%[57.1 µM] | 9% | -21% | -9 | -2% | 3%[57.1 µM] | -13% | -17% | -1%
Cc1cc(C)c2c(=O)[nH]n(C3CC(C)N(C)CC3C)c2n1 (stereo unspecified) | -3% | 2% | -14% | -1 | -4% | 12% | 3% | 3% | 0%
COc1ccc(-c2nc(CSCC(=O)NCCC3=CCCCC3)c(C)o2)cc1OC | 17%[57.1 µM] | 1% | -16% | -3 | 2% | -3%[57.1 µM] | 2% | -9% | 0%
CC1CCCN(S(=O)(=O)c2ccc(N(C(=O)c3cnccn3)C(C(=O)NC3CCCCC3)c3cccs3)cc2)C1 (stereo unspecified) | -5% | 5% | -11% | -4 | -4% | 8% | -1% | -28% | 2%
Cn1cccc1-c1nc2ccc([N+](=O)[O-])cc2[nH]1 | -5% | -19% | -9% | 2 | 0% | 6% | 13% | -3% | -3%
CCOc1ccc(/C=C/C(=O)Nc2sc3c(c2C(=O)OC)C(C(=O)OC)CC3)cc1 (stereo unspecified) | 9% | -14% | ? | -5 | -2% | -2% | 0% | -128% | -2%
CCOC(=O)C1C(=O)N(O)CC1c1cccc(Oc2ccccc2)c1 (stereo unspecified) | 0% | -9% | 5% | 0 | 3% | 4% | -2% | -18% | 1%
CCOc1ccc(NC(=O)c2ccccc2OCC(=O)c2ccc(C)cc2)cc1 | 2% | 5% | -21% | -8 | -4% | 9% | 0% | 12% | 0%
O=C(NCc1cccnc1)C(=O)NCC(c1ccco1)N1CCN(c2ccccc2F)CC1 (stereo unspecified) | -4% | 1% | -20% | -8 | -3% | 0% | 0% | 9% | 4%
COCCOC1CCN(C(=O)C2CCC(=O)N(Cc3cccc(F)c3)C2)CC1 (stereo unspecified) | 2% | -3% | -8% | -2 | -4% | 27% | -4% | 26% | 0%
COc1ccc(S(=O)(=O)Nc2ccc3c(c2)OCO3)cc1 | -3% | 3% | -1% | 6 | -3% | -3% | 1% | 9% | -3%
Cc1cc(NCC(C)C)n2ncnc2n1 | 11% | 2% | -19% | -2 | -5% | 22% | 6% | 1% | 0%
C(#Cc1ccccc1)C[N+]1(CC#Cc2cccc3ccccc23)CCCC1 | 12% | -8% | -20% | 4 | -6% | -3% | 11% | -17% | 3%
NC(=O)N1CCc2ccccc21 | -7%[57.1 µM] | 2% | -10% | -3 | -4% | 16%[57.1 µM] | 1% | -15% | -1%
CC1(C)CC(=O)C2=C(C1)N(c1ccc(F)cc1)C(=O)CC2c1cccnc1 (stereo unspecified) | -1% | -5% | -25% | -11 | -3% | 7% | -12% | 8% | 0%
Cc1cccc2c(=O)cc(CSc3ccccc3NC(=O)C(C)(C)C)[nH]c12 | -4%[57.1 µM] | -1% | -16% | -7 | -4% | 7%[57.1 µM] | 27% | -20% | 0%
CC1(C(=O)NCCCNc2ncc(C(F)(F)F)cc2Cl)C=CCN1C(=O)c1ccccc1 (stereo unspecified) | -4% | -6% | -27% | 4 | 5% | -11% | 5% | -2% | -3%
O=C(NCc1ccc(Cl)cc1)C1CCC(CNc2c(N3CCOCC3)c(=O)c2=O)CC1 (stereo unspecified) | -2% | 10% | -4% | 0 | -3% | 18% | -5% | -3% | 2%

Whole records, looked up by structure.
CC1(C)CC(=O)C2=C(C1)N(c1ccc(F)cc1)C(=O)CC2c1cccnc1 (stereo unspecified) in the list: TrxR1 substrate = -1%; Vif-A3F inh = -5%; USP1-UAF1 inh = -25%; LDHA block = -11; Glioma ERSR ind = -3%; rTrxR1 inhibitor = 7%; mIDH1 inhibitor = -12%; RGS4 inhibitor = 8%; Vif-APOBEC3G blk = 0%
CC1(C(=O)NCCCNc2ncc(C(F)(F)F)cc2Cl)C=CCN1C(=O)c1ccccc1 (stereo unspecified) in the list: TrxR1 substrate = -4%; Vif-A3F inh = -6%; USP1-UAF1 inh = -27%; LDHA block = 4; Glioma ERSR ind = 5%; rTrxR1 inhibitor = -11%; mIDH1 inhibitor = 5%; RGS4 inhibitor = -2%; Vif-APOBEC3G blk = -3%
